# UTI89 phage lysis – protection from phage-mediated lysis, alamar blue read-out – E. coli UTI89, K1F phage, bacterial capsule biogenesis inhibitors (AID 488966); E. coli UTI89 K1F phage lysis, alamar blue, 2 h; higher % means a stronger effect; inhibition, % at 100 µM, or IC50 in µM where a hit was titrated; 0.02% of 340,000 active;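 active means phage lysis inhibition, versus mean bacterial control, above a set limit; inconclusive means no clear call, values can overlap the other calls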;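 further: capsule biogenesis inhibitors block K1F phage lysis so surviving cells raise fluorescence; higher fluorescence means more inhibition of phage lysis; actives were called in the ten point dose series up to 300 µM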
# LYP phosphatase – inhibitors of LYP phosphatase, biochemical, fluorescence intensity, uHTS (AID 1779); recombinant LYP phosphatase, fluorescence intensity; higher % means a stronger effect; one-dose inhibition, % at 11.5 µM; IC50 in µM for titrated hits; 0.054% of 290,000 active; in the data active means inhibition above about 50%;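 further: plate controls were vehicle with enzyme for no effect and no enzyme for full effect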
# Autophagy mod – autophagy modulation, high-content screen; 0.98% of 190,000 active; calls only at 10 µM (by protocol); AID 463193; MEF GFP-LC3 puncta imaging; test concentration mostly 10 µM;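 active means percentage of spot-positive cells more than 3 SD above its plate mean, without a fluorescence outlier flag or 80% toxicity; inconclusive means no clear call, values can overlap the other calls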;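 further: spot-positive cell cutoff set from DMSO-treated cells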
# Dengue-2 NS5 capping – flavivirus cap methylation enzyme inhibition – biochemical, confirmation dose response, primary screen (AID 588689) | Dengue-2 NS5 methyltransferase capping enzyme assay, biochemical; higher % means a stronger effect | one-dose inhibition, % at 25 µM; IC50 in µM for titrated hits | 0.3% of 340,000 active; in the data active means a potency from the dose series; inconclusive means inhibition above about 29% without an active follow-up result
# WT yeast gro inh – growth inhibition of WT yeast, mitochondrial fusion screen; mitochondrial fusion phenotypic screen, WT strain; inhibition, % at 10 µM; 2.1% of 190,000 active; AID 1362; in the data active means inhibition above about 58%; tested in S. cerevisiae
# NTR1 ag – agonists of NTR1, primary screen, imaging, U2OS cells, beta-arrestin-GFP, high content (AID 493036). P30989. NTR1-U2OS beta-arrestin-GFP spot imaging, agonist mode. activation, % at 20 µM. 0.17% of 330,000 active;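 active means activation at or above 40% of the spot to cytoplasm intensity ratio, with at least 20 cells analyzed; inconclusive means wells under 20 cells, flagged as cytotoxic or low count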;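 further: 0% = DMSO without peptide and 100% = 100 nM NTR1 peptide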
# Target sequence (P30989 whole entry, looked up): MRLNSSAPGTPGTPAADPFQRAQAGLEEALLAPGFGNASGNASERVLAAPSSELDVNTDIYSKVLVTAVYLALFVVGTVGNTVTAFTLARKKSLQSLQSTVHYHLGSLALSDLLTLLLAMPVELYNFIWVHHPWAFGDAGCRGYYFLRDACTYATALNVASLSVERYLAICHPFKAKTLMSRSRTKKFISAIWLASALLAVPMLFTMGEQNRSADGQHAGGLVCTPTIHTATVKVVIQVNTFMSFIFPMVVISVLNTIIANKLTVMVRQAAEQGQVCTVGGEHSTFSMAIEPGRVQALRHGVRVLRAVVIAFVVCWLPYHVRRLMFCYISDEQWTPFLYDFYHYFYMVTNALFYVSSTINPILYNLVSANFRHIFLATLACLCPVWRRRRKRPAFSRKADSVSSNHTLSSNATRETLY
# AID2073 – disruptors of CaV2.2 binding to Mint1 – biochemical, HTRF (AID 2073); one-dose inhibition, % at 20 µM; IC50 in µM for titrated hits; 0.19% of 290,000 active; HTRF protein-protein interaction, Mint1-CaV2.2; higher % means a stronger effect; in the data active means inhibition mostly above about 51%, no sharp cut-off; inconclusive means no clear call, values can overlap the other calls; inactive means mostly below about 53%; further: some results filed as inactive read as strong as hits
# RSV CPE inhibition – inhibition of RSV-induced cytopathic effect – HEp-2 cells, primary 10 µM value included (AID 2391); HEp-2 cells, RSV-induced CPE inhibition; higher % means a stronger effect; 0.13% of 310,000 active; CPE inhibition, % at 10 µM; hits with a dose series show IC50 in µM; in the data active means a potency from the dose series; inconclusive means CPE inhibition mostly from about 23% at the one dose, without a potency; inactive means the rest, 99 in 100 with CPE inhibition below about 21%; further: strong numbers were not always called active
# GPR35 arrestin U2OS – inhibition of zaprinast-stimulated GPR35 beta-arrestin translocation – imaging, U2OS, beta-arrestin-GFP, zaprinast agonist, primary screen (AID 2058). U2OS GPR35 beta-arrestin-GFP translocation imaging, zaprinast antagonism; higher % means a stronger effect. inhibition, % at 10 µM, or IC50 in µM where a hit was titrated. 0.052% of 290,000 active;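 active means inhibition of at least 50% with at least 30 cells and total cytoplasm GFP at most 10,000,000; inconclusive means under 30 cells or total GFP of 10,000,000 plus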
# WT yeast gro inh mutant strain – recorded beside WT yeast gro inh, whose call it bears; inhibition, %; mitochondrial fusion phenotypic screen, mutant strain inhibition
# Autophagy mod cell loss 18 h – second read-out of Autophagy mod, no call of its own (marks repeat the call); toxicity, %; measured here: cell loss, nuclei count;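 cell loss after 18 h compound exposure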
# NTR1 ag cell count 20 µM – further read-out of NTR1 ag, marked with its call; cell count; measured here: cell count, cytotoxicity flag
# Dengue-2 NS5 capping pilot replicate – also measured in Dengue-2 NS5 capping; calls as there; inhibition, %; measured here: pilot screen replicate inhibition
# * marks the source's active call; other numbers are inactive results; i = inactive; u = inconclusive; x = no result given; [ ] = dose if it differs, or a comment.
SMILES,UTI89 phage lysis,LYP phosphatase,Autophagy mod,Autophagy mod cell loss 18 h,Dengue-2 NS5 capping,WT yeast gro inh,WT yeast gro inh mutant strain,NTR1 ag,NTR1 ag cell count 20 µM,AID2073,RSV CPE inhibition,GPR35 arrestin U2OS,others
COc1ccc2c(=O)cc(-c3cccnc3)oc2c1OC,-0.3%,3%,x,x,-3%,x,x,0.4,47,0%,1.4%,5%,
Cc1ccccc1NC1=C(Cl)C(=O)N(C2CCCCC2)C1=O,0.2%[50 µM],-5%,i,2,-1%,69*,6.5*,8.9,60,14%,3.1%,5%,
O=C(C[N+]1(CC#Cc2ccccc2)CCCCC1)c1ccc(Cl)cc1,1.7%,0%,i,2,1%,30,17,-0.3,45,24%,-2.0%,-11%,
CCCSc1nc(-n2ncc(C#N)c2N)c2c3c(sc2n1)CCC(C)C3 (centres undefined),-0.8%,2%,i,-1,0%,64*,22*,16,64,6%,6.7%,-6%,
CCOC(=O)c1c(C)[nH]c(C(=O)Cn2nnc(-c3ccccc3Cl)n2)c1C,4.2%,-5%,i,-1,2%,-5,-8,1.9,48,10%,1.1%,-4%,
C#CCN(C(=O)c1cc(COc2ccc(C)c(C)c2)on1)C1CCCCC1,0.7%[50 µM],-5%,x,x,-5%,x,x,4.1,76,13%,9.6%,-8%,
CCN1CCN(S(=O)(=O)c2ccc(Cl)c(C(=O)Nc3nnc(C)s3)c2)CC1,1.0%[50 µM],x,x,x,0%,x,x,0.2,78,x,-1.9%,x,
Cc1ccc(/C=C2/C(=N)N3N=C(CC(=O)N4CCCC4)SC3=NC2=O)cc1,0.4%,-5%,x,x,-6%,x,x,x,x,-7%,5.3%,17%,
Cn1sc(NC(=O)c2ccccc2Cl)nc1=O,0.5%,-2%,i,-1,-8%,-11,-1,-0.6,86,-8%,0.2%,22%,
CC1CN(c2cc(=O)n(-c3cccc(Br)c3)c(=O)[nH]2)CC(C)O1 (centres undefined),-0.2%,2%,i,-4,-1%,-9,-4,1.8,92,9%,1.8%,-5%,
O=C(CSc1nc2ncccc2[nH]1)Nc1ccccc1-c1ccccc1,0.0%,2%,x,x,4%,x,x,0.0,64,-10%,5.6%,14%,
Cc1ccnc(NC(=O)Cn2c(=O)oc3cc(S(=O)(=O)N4CCCC4)ccc32)c1,0.4%,-9%,x,x,-6%,x,x,0.2,64,-4%,0.9%,-19%,
O=C(c1cc(-c2ccc(Cl)cc2)on1)N1CCCCCC1,0.1%,-6%,x,x,-6%,x,x,-1.0,50,3%,2.7%,4%,
Cn1c(O)c(/C=N/NC(=O)c2cc3ccccc3cc2O)c2ccccc21,-0.1%,5%,x,x,u,x,x,1.4,53,36%,5.2%,-5%,
CCOCCCNC(=O)c1cc2c(=O)n(CC)c3ccccc3c2s1,-0.3%,-6%,x,x,-2%,x,x,-0.3,76,7%,-1.1%,-11%,
Cc1ccc(NS(=O)(=O)c2cccc(C(=O)NNC(=O)c3ccco3)c2)c(C)c1,-0.5%[50 µM],x,x,x,-1%,x,x,2.3,66,x,1.1%,x,
CCOC(=O)C1=C(c2ccccc2)NC(SC)=C(C#N)C1c1cccnc1 (centres undefined),0.2%,-5%,i,12,4%,-4,-42,2.1,69,2%,2.5%,0%,
COc1ccc(OC)c(-c2cc(C3CCN(C(=O)OC(C)(C)C)CC3)[nH]n2)c1,-0.1%,2%,i,1,-1%,39,10,6.4,44,6%,5.0%,-15%,
COc1cc(C)c(Cl)cc1S(=O)(=O)N1CCSC1,-0.1%,-10%,x,x,-1%,x,x,0.4,56,7%,1.5%,8%,Dengue-2 NS5 capping pilot replicate=4.0
O=C(CC1CCCC1)N1CCN(S(=O)(=O)c2ccccc2)CC1,0.3%,x,x,x,-2%,x,x,-1.2,47,x,2.0%,x,
Nc1nc(CN2CCN(c3ccccc3F)CC2)nc(Nc2ccc3c(c2)OCCO3)n1,-2.2%,-3%,i,2,-11%,17,-7,4.8,62,1%,2.5%,5%,
COc1ccc(CN2CCN(C(=O)c3ccc4nc(N5CCOCC5)sc4c3)CC2)c(OC)c1OC,-0.1%,-10%,i,2,8%,16,-12,2.4,39,2%,0.4%,-1%,
COc1ccc(/C=C/C(=O)NCC(=O)N/N=C/c2cc(Br)ccc2OC)cc1,5.4%,-5%,i,-4,-1%,1,-13,2.3,38,-1%,1.6%,16%,
Cn1nc(C(=O)NCCCN2CCCCC2)c2c1-c1ccccc1S(=O)(=O)C2,0.9%,-14%,x,x,3%,x,x,-1.7,67,8%,1.3%,-4%,
Cc1cc(Cl)ccc1OCCCC(=O)OCC(N)=O,0.3%,-1%,i,-12,3%,-7,-9,-1.2,66,11%,2.0%,-7%,
O=[N+]([O-])c1cccc(C(=Nc2ccccc2)NO)c1,1.0%,-4%,i,11,-10%,-10,3,-1.1,52,3%,0.5%,13%,
COC(=O)c1ccc(N(C(=O)CNC(=O)c2ccco2)C(C(=O)NCC2CCCO2)c2ccc(OC)c(OC)c2)cc1 (centres undefined),0.1%,-1%,x,x,0%,x,x,1.9,51,-7%,0.9%,16%,
Cc1onc(-c2c(F)cccc2Cl)c1C(=O)OCc1cnc(Cl)s1,-0.5%,-5%,i,3,-15%,18,-19,1.0,51,-5%,3.0%,1%,
S=C(NCc1ccccc1)N1CCc2ccccc2C1,0.6%,-7%,i,10,1%,25,24,1.4,42,-10%,7.8%,3%,
CN1CCN(CC(O)COC(c2ccccc2)c2ccccc2)CC1 (centres undefined),x,-4%,i,23,x,-10,3,1.2,41,-3%,-1.2%,-9%,
COc1ccccc1-c1cc(C(=O)Nc2c(F)cc(F)cc2Br)no1,2.6%,-7%,i,-6,-4%,8,25,7.5,79,3%,0.7%,-2%,
CC(C)Oc1cccc(C(=O)C2CCCN(C(=O)c3csnn3)C2)c1 (centres undefined),1.2%,-3%,i,-10,-3%,12,-11,-1.3,40,-15%,1.5%,-2%,
COc1cc(OC)cc(C(=O)NNC(=O)CN2C(=O)NC3(CCCC3)C2=O)c1,0.9%[50 µM],x,x,x,-5%,x,x,0.3,52,x,1.8%,x,
COc1cc(NC(=O)c2ccc(OC)c([N+](=O)[O-])c2)ccc1NC(=O)c1ccco1,-1.1%,0%,x,x,-1%,x,x,0.3,51,u,x,-7%,
CCOc1ccc(C(=O)NCC(=O)OCc2c(F)cccc2Cl)cc1,2.3%[50 µM],2%,i,-1,1%,-11,-7,-1.3,63,6%,2.5%,-6%,
Cc1nc2ccc(S(=O)(=O)N(C)CC(=O)N3CCc4ccccc4C3)cc2s1,-0.2%,-9%,i,17,-4%,x,x,1.1,29,-6%,0.6%,4%,
C[C@@]12C(=O)N(Cc3ccccc3)CC(=O)N1[C@H]1c3ccccc3OC[C@@H]1[C@@H]2c1ccccc1,0.2%,x,x,x,-4%,x,x,-1.0,53,x,3.4%,x,
CC(C)(C)C(=O)N1CCN(c2ccc([N+](=O)[O-])c(NCc3cccnc3)c2)CC1,0.7%,4%,i,18,-5%,14,12,-0.7,36,-5%,-1.4%,-1%,
O=[N+]([O-])c1ncccc1OCc1ccc(Cl)c(Cl)c1,-0.4%,-8%,x,x,-10%,x,x,1.4,54,0%,0.2%,4%,
COc1cc(/C=C/C(=O)O)cc(S(=O)(=O)Nc2ccccc2Oc2ccccc2)c1OC,0.2%,-1%,x,x,-1%,x,x,-1.0,52,7%,0.2%,-1%,
Cc1ccccc1NC(=O)CON=C(N)c1ccccc1,0.6%[50 µM],x,x,x,-1%,x,x,-0.2,50,x,1.2%,x,
O=C(/C=C/c1ccc(NC(=O)c2ccccc2-c2ccccc2C(=O)O)cc1)c1ccccc1,-1.0%,4%,x,x,-57%,x,x,3.7,50,30%,0.6%,0%,
ClC1(Cl)CC1CSc1nc2ccccc2[nH]1 (centres undefined),0.2%,-5%,i,1,3%,11,3,-0.8,51,-10%,3.3%,9%,
CC(=O)c1c(C)[nH]c(C(=O)Nc2cc(S(=O)(=O)N3CCCCC3)ccc2C)c1C,-0.3%[50 µM],x,x,x,0%,x,x,0.2,57,x,11%,x,
COc1ccc(NC(=O)CCN2CC(C)OC(C)C2)c(OC)c1 (centres undefined),-2.6%,-1%,i,-14,-2%,4,0,0.1,48,23%,0.0%,-5%,
COc1ccc(C(=O)N2CCN(c3ccccc3)CC2)cc1S(=O)(=O)N1CCOCC1,0.3%,-5%,x,x,3%,x,x,-1.8,51,9%,2.4%,1%,
O=C(C(=O)N1CC=C(c2ccccc2)CC1)c1c[nH]c2ccccc12,-1.1%,-6%,i,6,-4%,39,-3,1.4,64,-1%,15%,4%,
O=C1C2ON(c3ccccc3)C(c3ccncc3)C2C(=O)N1c1ccccc1 (centres undefined),0.5%,-6%,i,12,2%,-8,-7,1.3,59,-6%,0.0%,-2%,Dengue-2 NS5 capping pilot replicate=-1.8
Cn1ncc(Br)c1C(=O)NCc1cccs1,6.1%,-3%,i,25,-5%,10,-4,-1.8,73,3%,x,23%,
CC(C(O)c1cc(=O)c(OCc2ccccc2)co1)[N+](=O)[O-] (centres undefined),1.0%,x,x,x,-5%,x,x,-1.2,61,x,0.7%,x,

# The list goes on:
SMILES,UTI89 phage lysis,LYP phosphatase,Autophagy mod,Autophagy mod cell loss 18 h,Dengue-2 NS5 capping,WT yeast gro inh,WT yeast gro inh mutant strain,NTR1 ag,NTR1 ag cell count 20 µM,AID2073,RSV CPE inhibition,GPR35 arrestin U2OS,others
Cc1ccc(Nc2n[nH]c(C)c2[N+](=O)[O-])cc1,1.2%,8%,i,3,-3%,-4,6,1.9,39,1%,3.1%,-6%,
Cc1nc2cc(N3CCN(C)CC3)c(NC(=O)Cc3ccccc3)cc2c(=O)n1Cc1ccccc1,3.8%,-8%,i,3,-4%,-4,6,1.7,56,-1%,8.9%,18%,
O=C(CCCOc1ccccc1)Nc1cccc([N+](=O)[O-])c1,-1.9%,-5%,i,3,-3%,4,-10,0.7,47,4%,0.6%,13%,
COCCNC(=O)CCc1c(C)nc2nc(-c3cc(OC)cc(OC)c3)nn2c1C,0.2%,-9%,i,18,-11%,5,5,-0.4,63,4%,1.8%,6%,
O=C(OCC(=O)N1CCN(C(=O)c2ccco2)CC1)c1cc(-c2ccc(Cl)c(Cl)c2Cl)nc2ccccc12,-0.2%,4%,i,-6,-2%,9,15,1.0,94,26%,-2.2%,-9%,
COc1ccc(C(=O)NC2CCN(C(=S)Nc3ccccc3)CC2)cc1,-4.0%,-2%,i,-6,-1%,7,1,2.2,53,-5%,-1.4%,8%,

# Compound activity as filed in PubChem.
